Screening data (PubChem BioAssay)
ABHD5 PLIN5 PPI: blocks binding of human ABHD5 to perilipin-5; 0.78% of 360,000 active; Split G. princeps luciferase complementation, luminescence, 4 h; Q00G26+Q8WTS1; inhibition, % at 4 µM; AID 602281;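 active means inhibition above the mean inhibition across every tested compound plus 3 SD, cut at about 22% in these data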;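 further: 0% = DMSO only wells and the 100% control is not disclosed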
TLR9-MyD88 block: inhibitors of human TLR9-MyD88 binding; CHO BLA complementation TLR9-MyD88, CCF4 FRET ratio; inhibition, % at 4.98 µM; 0.21% of 340,000 active; AID 504734;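 active means inhibition above the mean over all tested compounds plus 3 SD, cut at about 21% in these data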;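 further: 0% = DMSO only wells and 100% = clavulanate BLA inhibitor control wells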
NOD2-RIPK2 inh: blocks binding of human NOD2 to RIPK2; inhibition, % at 4.98 µM; AID 624267; O43353; CHO BLA complementation NOD2-RIPK2, CCF4 ratio; 0.38% of 360,000 active; in the data active means inhibition above about 21%;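 further: 0% = vehicle only and 100% = reference blocker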
aDG glyco act: increases alpha dystroglycan glycosylation; Pro5-aDG cells, alpha-DG glycosylation AlphaScreen (IIH6); 0% Pro5, 100% B10-LARGE cell signal; 0.22% of 360,000 active; activation, % at 10 µM; AID 624168;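 active means activation of at least 8% versus controls, or a plate z-score of at least 8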;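 further: Pro5 are CHO cells carrying HIG-tagged alpha-DG that lacks glycosylation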
ABCB6 inh MLPCN: human ABCB6 transporter inhibition; Q9NP58; AID 602162; 0.19% of 360,000 active; K562-ABCB6 porphyrin accumulation, flow cytometry, 1 h; hits give low values; fluorescence ratio to DMSO, % at 10 µM;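 active means fluorescence ratio to DMSO below 75%, the collection mean minus 3 SD; inconclusive means too few cells collected in the well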;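 further: signal is porphyrin accumulated inside mitochondria; 100% equals median channel fluorescence of DMSO control wells; lower ratio means ABCB6 inhibition with less porphyrin fluorescence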
Target sequence (Q9NP58 whole entry, looked up): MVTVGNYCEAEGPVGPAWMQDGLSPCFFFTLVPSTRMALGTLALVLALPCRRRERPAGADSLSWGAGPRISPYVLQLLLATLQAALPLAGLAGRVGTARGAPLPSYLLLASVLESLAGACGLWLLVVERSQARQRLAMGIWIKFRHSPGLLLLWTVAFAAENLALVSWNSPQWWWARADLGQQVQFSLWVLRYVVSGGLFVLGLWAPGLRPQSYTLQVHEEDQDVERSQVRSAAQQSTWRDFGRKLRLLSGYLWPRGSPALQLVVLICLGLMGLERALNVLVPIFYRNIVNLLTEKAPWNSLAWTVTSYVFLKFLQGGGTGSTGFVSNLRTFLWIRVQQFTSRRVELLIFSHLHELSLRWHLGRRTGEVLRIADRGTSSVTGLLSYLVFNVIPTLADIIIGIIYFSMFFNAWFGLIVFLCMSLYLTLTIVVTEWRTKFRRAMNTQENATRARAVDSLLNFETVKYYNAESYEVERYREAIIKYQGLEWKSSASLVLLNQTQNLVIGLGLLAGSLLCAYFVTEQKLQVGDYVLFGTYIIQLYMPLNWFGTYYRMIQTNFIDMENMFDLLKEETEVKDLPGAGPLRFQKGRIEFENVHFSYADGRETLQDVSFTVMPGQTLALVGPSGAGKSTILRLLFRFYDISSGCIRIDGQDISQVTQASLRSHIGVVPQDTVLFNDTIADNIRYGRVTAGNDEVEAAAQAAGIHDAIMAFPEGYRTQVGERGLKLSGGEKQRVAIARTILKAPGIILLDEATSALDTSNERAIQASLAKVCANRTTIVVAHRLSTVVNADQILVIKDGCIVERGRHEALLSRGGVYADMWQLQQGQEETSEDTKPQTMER
Vif imaging: blocks HIV Vif function; inhibition, % at 7.49 µM; HEK293T cells, Vif self-association by quenched fluorescence, imaging, 24 h; 0.35% of 340,000 active; AID 602346; in the data active means inhibition above about 50%, passing the limit was not always enough; inconclusive means no clear call, values can overlap the other calls; inactive means below about 31%; further: some results filed as inactive read as strong as hits
MC4R antagonist: human MC4R antagonism in cAMP assay | AID 540295 | MC4R-expressing cells, MTII-stimulated cAMP, LANCE TR-FRET | 0.48% of 360,000 active | inhibition, % at 6.5 µM;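 active means inhibition above its plate's cutoff, the mean of tested wells on that plate plus 3 SD, cut at about 29% in these data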;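 further: 0% = Melanotan II alone and 100% = Melanotan II plus saturating MCL0020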
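Assay system: human MC4R-expressing U2OS cells; reagent: Melanotan II stimulation of cells; dosing: 6.5 µM single dose; timing: compound 30 min, challenge 1 h, detection 1 h; signal: TR-FRET cAMP assay; replicates: one well per compound, no replicates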
MC4R ag barr: agonists of human melanocortin 4 receptor (MC4R) beta-arrestin; P32245; U2OS MC4R beta-arrestin complementation, luminescence; percent of melanotan II response, DMSO zero; activation, % at 8.9 µM; 0.98% of 360,000 active; AID 540308;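 active means activation above a per-plate cutoff, the mean activation of sample wells on that plate plus 3 SD, cut at about 8% in these data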
Exocytosis inh: lytic granule exocytosis inhibition | TALL-104 LAMP-1 surface exposure, flow cytometry; cells stimulated with thapsigargin and PMA | inhibition, % at 10 µM | 0.66% of 360,000 active | AID 651702;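 active means inhibition above about 55%, limit read from the data; inconclusive means no clear call, values can overlap the other calls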
Glyco luc inh: N-linked glycosylation inhibition; AID 588692; reporter increase, % at 12.5 µM; D54 ERlucT glycosylation luciferase reporter, 24 h; percent of 100 nM tunicamycin response; 0.23% of 360,000 active;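 active means mean luciferase reporter signal, scaled so untreated is 0 and the glycosylation-blocking control 100, at or above a set limit in every replicate; inconclusive means mean reaches the limit but not every replicate does; inactive means mean below the limit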;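 further: luciferase carries N-glycosylation sites so blocking glycosylation raises the light; 0% = median of neutral control wells and 100% = median of 100 nM tunicamycin wells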
* = called active by the depositor; ? = inconclusive; · = not tested or not shown. This is a subset; rates above refer to the full screens.

SMILES	ABHD5 PLIN5 PPI	TLR9-MyD88 block	NOD2-RIPK2 inh	aDG glyco act	ABCB6 inh MLPCN	Vif imaging	MC4R antagonist	MC4R ag barr	Exocytosis inh	Glyco luc inh
CC1CCC(NC(=O)CC(C)(C)Cc2nc3ccccc3c(=O)[nH]2)CC1 (configuration not stated)	1.1	-5.4	2.7	0.0	91.0	-3.4	14.7	0.4	4.9	-2.0
COC1CCN(C(=O)CC2C(=O)NCCN2CC(C)(C)C)CC1 (configuration not stated)	1.6	12.2	0.8	-0.2	104.0	22.1	3.1	-0.2	-1.7	0.4
CCOc1ccc(CNC(=O)CCSCc2ccccc2F)cc1OC	7.2	-11.4	-3.4	0.1	88.0	-0.3	-4.3	2.2	4.1	0.7
Cc1cccc(N(CC(=O)NCCc2ccccc2)C(=O)c2csnn2)c1	-7.3	-3.4	-0.3	0.0	89.0	0.3	4.9	-0.4	2.4	-2.0
CN(C)c1cccc(C(=O)N(C)C2CCCN(Cc3ccccc3F)C2)c1 (configuration not stated)	-3.9	-7.6	-17.0	0.0	97.0	-3.7	15.2	1.8	2.6	-10.7
CCNC(=O)C1(C)CCCN1C(=O)c1ccc2c(c1)OCO2 (configuration not stated)	-1.0	·	-0.6	0.1	108.0	-9.6	-0.4	2.1	-2.0	-0.5
Cn1c(C(=O)NCCCN2CCCCC2)cc2sccc21	-6.3	11.3	0.1	0.1	97.0	3.0	-3.7	1.5	-4.3	0.1
N#CC1=C(SCC(=O)Nc2ccccc2)NC(=O)CC1c1ccc(O)cc1 (configuration not stated)	4.2	6.7	0.3	-0.1	98.0	5.7	0.1	0.1	0.7	-6.5
CCOC(=O)c1ccc(NC(=O)C2CC(=O)Nc3nc4ccccc4n32)cc1 (configuration not stated)	-0.3	4.5	2.5	-0.1	101.0	0.1	17.8	-0.5	-0.6	0.8
Nc1nc(C2CCOCC2)cs1	0.5	4.1	-5.1	-0.1	100.0	?	0.5	-1.5	1.3	0.4

Taken from the results shown (2 entries):
SMILES	ABHD5 PLIN5 PPI	TLR9-MyD88 block	NOD2-RIPK2 inh	aDG glyco act	ABCB6 inh MLPCN	Vif imaging	MC4R antagonist	MC4R ag barr	Exocytosis inh	Glyco luc inh
COC1CCN(C(=O)CC2C(=O)NCCN2CC(C)(C)C)CC1 (configuration not stated)	1.6	12.2	0.8	-0.2	104.0	22.1	3.1	-0.2	-1.7	0.4
CCOc1ccc(CNC(=O)CCSCc2ccccc2F)cc1OC	7.2	-11.4	-3.4	0.1	88.0	-0.3	-4.3	2.2	4.1	0.7

Next section:
SMILES	ABHD5 PLIN5 PPI	TLR9-MyD88 block	NOD2-RIPK2 inh	aDG glyco act	ABCB6 inh MLPCN	Vif imaging	MC4R antagonist	MC4R ag barr	Exocytosis inh	Glyco luc inh
Cc1cc(OCc2cc(C(=O)NCC3(C)COC3)no2)cc(C)c1Cl	10.8	1.6	-2.0	0.4	96.0	-8.7	1.3	-2.7	-9.0	1.7
CN(C)c1cccc(C(=O)OCC(=O)Nc2ccccc2Cl)c1	5.4	-3.5	0.9	-0.8	99.0	12.8	4.2	0.9	7.8	-0.3
Cc1cccc(-c2nc(NCCCN3CCOCC3)c3ccccc3n2)c1	13.3	1.6	-8.3	-0.1	97.0	-9.3	4.7	-1.4	-0.4	-1.1
Cc1[nH]c2ccccc2c1/C=N\NC(=O)c1ccccc1Cl	-6.2	-5.1	-5.0	0.1	96.0	-4.8	0.3	0.1	-2.0	1.3
CSc1nc(-c2ccccc2)ccc1C(N)=O	3.7	-5.3	2.1	0.1	113.0	5.6	-0.8	0.8	-5.2	-2.1
CC(C)N1CCN(C(=O)c2ccc(NC(=O)c3ccc(Br)o3)cc2)CC1	1.9	-5.0	-7.8	0.0	97.0	-12.0	2.6	-1.9	4.6	-2.3
CCOC(=O)N1CCC(NC(=O)CCN2C(=O)COc3ccccc32)CC1	-3.2	3.1	0.2	-0.3	101.0	16.7	12.8	-1.9	10.6	-1.9
COCCCNCC1C(Oc2ccc(Cl)cc2)C(=O)N1c1ccccc1C (configuration not stated)	6.3	-3.3	-10.1	1.1	102.0	0.0	7.9	-1.6	-2.0	-2.6
CC1CCCC(C)N1C(=S)SCC(=O)O (configuration not stated)	-5.1	0.9	-4.3	-0.1	101.0	0.9	4.7	0.4	0.0	0.2
COc1ccccc1C(=O)NCCC(=O)NCCOc1ccccc1	1.0	-10.4	2.5	0.1	93.0	-7.2	5.1	-2.9	-4.6	-0.1
Cc1noc(C)c1COc1ccc(C(=O)O)cc1	-0.3	-4.8	-5.4	0.3	100.0	·	9.6	-3.1	-0.2	2.5
CCC(C)NCCOCCOc1ccccc1-c1ccccc1 (configuration not stated)	10.4	-1.8	-6.7	0.3	103.0	-4.7	5.6	2.5	5.4	-5.3
COc1ccc(NC(=O)CSc2nnc(C)c3ccccc23)cc1	-9.5	6.7	-7.3	0.5	118.0	-1.9	14.7	0.8	-2.1	0.5
CC(=O)Nc1ccc(N(C(=O)CNC(=O)c2ccco2)C(C(=O)NC2CCCC2)c2ccco2)cc1 (configuration not stated)	3.9	-5.5	-0.3	0.1	92.0	5.8	7.2	-0.1	-6.2	-1.3
O=C(CCn1cccc1)Nc1ccc(OC(F)(F)F)cc1	-1.5	-9.5	0.2	-0.1	98.0	-4.4	-0.1	-4.2	-0.5	1.4
COc1ccc(Cl)cc1Nc1nc(NCCO)nc(N2CCCC2)n1	2.4	8.7	-1.2	0.1	87.0	-2.3	2.2	-0.3	2.2	5.6
COc1cc2c(cc1CNC[C@H]1O[C@@H](n3cc(C)c(=O)[nH]c3=O)C[C@@H]1O)OCO2	9.1	-8.1	6.1	-0.4	100.0	0.7	-0.6	-1.1	3.6	0.5
Cc1cc(O)c2c(c1)CC1C3CCC4CC(=O)CCC4(C)C3CC(=O)C21C (configuration not stated)	-1.4	-11.7	-9.3	0.6	96.0	-14.1	5.5	-2.8	-1.9	0.8
Cc1cc(OCC(=O)O)c2ccccc2n1	-0.8	8.2	4.6	0.1	99.0	-2.7	4.1	-1.2	-1.6	2.7
CCOc1ccc(C(=O)Nc2cc(C)on2)cc1	0.3	-5.5	7.8	0.0	101.0	1.7	-4.6	-3.7	-2.6	-6.4
CN(C)S(=O)(=O)N1CCC(n2nccc2NC(=O)CCc2ccccc2)CC1	0.4	-0.8	13.6	0.4	102.0	-1.4	3.3	-2.2	-3.7	1.9
CN(Cc1cccc(-n2cccn2)c1)C(=O)CCc1nnc(C2CCCCC2)o1	-5.9	-1.8	-7.9	-0.4	90.0	-0.1	-1.7	-4.4	-2.4	0.3
O=C(CN1c2cccc3cccc(c23)S1(=O)=O)N1CCOCC1	-5.6	-2.1	-0.9	-0.1	100.0	7.4	-2.4	-2.0	2.0	1.3
Cc1ccccc1OCC(=O)Nc1nnc(S(=O)(=O)N2CCCC2)s1	-0.2	-6.8	-6.4	-0.3	56.0*	18.7	4.8	-1.3	-5.3	0.7
O=C(CSCc1ccccc1)N1CCN(c2ccc(F)cc2)CC1	3.8	5.7	8.8	-0.2	103.0	24.1	1.4	1.1	-1.6	-0.2
COc1cc(OC)c(C2=NOC(C(=O)N3CCCc4ccccc43)C2)cc1Cl (configuration not stated)	9.1	6.9	3.4	1.6	100.0	-5.5	5.6	-2.1	0.9	-0.7
O=[N+]([O-])c1ccccc1CN1CCN(c2ncccn2)CC1	-4.1	-4.8	-3.8	0.1	99.0	-2.5	0.0	0.9	-7.8	-0.4
Cc1c(NC(=O)C(C)Oc2ncnc3ccccc23)c(=O)n(-c2ccccc2)n1C (configuration not stated)	2.0	4.2	0.1	-0.1	102.0	-8.5	-0.6	-1.2	-2.9	1.3
CCOC(=O)CNc1ccc(OC(F)(F)F)cc1	-0.4	6.0	2.8	0.0	98.0	18.3	7.4	-2.7	-3.9	0.8
CCOCCCNCc1ccc(Cl)cc1	8.3	-5.0	0.2	0.2	90.0	-0.9	-6.9	0.0	-5.0	-1.2
Cc1nc2cc(NC(=O)CCS(=O)(=O)c3ccccc3)ccc2s1	12.6	-5.6	-17.0	0.2	91.0	5.0	6.4	6.7	9.6	-10.3
COc1ccc(CCNC(=O)COc2ncnc3ccccc23)cc1	-3.6	1.2	-4.6	-0.1	103.0	4.1	7.3	0.7	13.7	-0.7
COc1cc(Br)cc(/C=N/NC(=O)Cc2ccc(C(F)(F)F)cc2[N+](=O)[O-])c1O	2.0	5.2	3.7	1.2	99.0	-4.1	9.1	2.3	3.0	-3.3
Nc1nc(N)c2c(ccc3nccc32)[nH]1	0.9	-6.8	3.3	-0.2	97.0	·	-13.4	-0.6	2.4	12.7
Cc1c(C(N)=O)sc(N)c1C(=O)OC(C)C	-9.1	-2.1	-3.9	0.8	94.0	-9.5	1.6	-1.8	-1.4	-0.4
Cc1nc(N)sc1-c1csc(Nc2ccccn2)n1	-18.2	1.2	0.4	0.3	106.0	-13.2	2.5	-1.9	-0.1	-6.2
COc1ccc(-c2nnc(SCC(=O)Nc3c(Cl)cc(Cl)cc3C(=O)O)o2)cc1	-1.9	6.1	-12.5	-0.1	97.0	30.5	7.3	0.4	-3.4	1.8
CC(NC(=O)c1ccco1)C(=O)N1CCN(c2cccc(Cl)c2)CC1 (configuration not stated)	12.7	-7.3	-4.3	0.0	95.0	16.7	-6.4	-1.9	1.0	0.2
Cc1ccc(N2C(=O)C3ON(c4ccccc4)C(c4ccncc4)C3C2=O)c(C)c1 (configuration not stated)	2.4	-1.4	-4.3	-0.1	105.0	17.0	-0.8	-0.1	0.8	-0.1
O=C(CSc1ncc(S(=O)(=O)c2ccccc2)c(=O)[nH]1)Nc1ccccc1Cl	8.2	-7.8	-1.4	0.0	98.0	-13.4	14.1	0.1	1.1	0.1
Cc1nn(CCc2nn[nH]n2)c2nc(-c3ccccc3)cc(C(F)(F)F)c12	-0.7	1.5	-4.4	0.5	102.0	-2.6	17.9	2.4	26.6	1.5
C=CCN(CC=C)Cc1cc(=O)oc2cc(C)cc(C)c12	2.6	·	-11.4	0.0	100.0	-7.4	·	·	-4.4	-2.9
COC(=O)c1cc(S(=O)(=O)N2CCC(C)CC2)ccc1F	-7.1	-11.2	-6.3	0.1	102.0	-2.0	5.0	0.9	-0.2	-0.2
CCOC(=O)c1ccc(NC(=O)CC2C(=O)N(c3ccc(F)cc3)C(=O)N2CCC(C)C)cc1 (configuration not stated)	-0.7	-11.6	0.9	1.0	99.0	10.4	21.9	4.7	-0.4	-2.0
CCOC(=O)N1CCN(C(=O)c2ccc3nc(C)sc3c2)CC1	-1.4	2.8	3.3	-0.5	89.0	13.4	8.5	-1.7	0.0	0.1
COc1cccc(NC(=O)CN(C)C(=O)CC(NC(=O)c2ccccc2Cl)c2ccccc2)c1 (configuration not stated)	4.0	-4.7	3.2	0.0	99.0	2.1	1.7	-0.9	3.7	0.7
O=c1[nH]c(SCc2cccc([N+](=O)[O-])c2)nc2[nH]ncc12	-0.8	7.5	-4.9	0.1	91.0	-4.5	4.2	-0.1	-0.7	0.7
